# KOR beta-arrestin-1 = kappa opioid receptor activators – cell-based, luminescence, uHTS, primary screen (AID 1777). KOR beta-arrestin recruitment, luminescence; higher % means a stronger effect. activation, % at 10 µM, or EC50 in µM where a hit was titrated. actives 0.02% (n = 280,000); in the data active = activation above about 50%, passing the limit was not always enough; note: a part of the inactive calls stands beside numbers as strong as those of hits
# NOD1 NF-kB reporter = inhibition of NOD1-driven NF-kB reporter – cell-based, luminescence, uHTS, primary screen (AID 1578) | NOD1-driven NF-kB luciferase reporter cells, luminescence; higher % means a stronger effect | inhibition, % at 4 µM; hits with a dose series show EC50 in µM | actives 1% (n = 290,000); in the data active = inhibition mostly above about 36%, no sharp cut-off; inactive = mostly below about 34%;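 note: HEK-293T reporter cells stimulated with the NOD1 agonist gamma-tri-DAP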
# HEK293 NOD2/NF-kB = NOD2 signaling inhibitors, cell-based, luminescence, uHTS, HEK293 (AID 1566); HEK293 NOD2/NF-kB luciferase reporter, luminescence; higher % means a stronger effect; inhibition, % at 4 µM, or EC50 in µM where a hit was titrated; actives 0.63% (n = 290,000); note: many of its hits are not listed in these tables
# Myeloid diff 2 = promotes myeloid progenitor differentiation; actives 1% (n = 360,000); calls only at 10 µM; ER-HoxA9 myeloid progenitors, lysozyme-GFP differentiation, flow cytometry;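 active = normalized GFP-positive differentiation at or above the plate's own cutoff, the solvent-only control mean plus 3 SD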;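 note: cells exposed to compound for four days before flow analysis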
# KOR beta-arrestin-2 = KOR antagonists, beta-arrestin recruitment, cell-based, luminescence, uHTS (AID 1778); actives 0.091% (n = 290,000); inhibition, % at 10 µM, or IC50 in µM where a hit was titrated; KOR beta-arrestin recruitment, luminescence, antagonist mode; higher % means a stronger effect; note: strong numbers were not always called active
# HIV fusion peptide = cell-free HIV fusion peptide-binding blockers – biochemical, uHTS, fluorescence dequenching, primary screen (AID 1986) | inhibition, % at 20 µM; hits with a dose series show IC50 in µM | cell-free peptide binding, fluorescence dequenching, 30 min; higher % means a stronger effect | actives 0.3% (n = 290,000); in the data active = inhibition mostly above about 52%, no sharp cut-off; inactive = mostly below about 76%; note: some results filed as inactive read as strong as hits
# LYP inhibition = inhibitors of LYP phosphatase, biochemical, fluorescence intensity, uHTS (AID 1779); recombinant LYP phosphatase, fluorescence intensity; higher % means a stronger effect; inhibition, % at 11.5 µM; hits with a dose series show IC50 in µM; actives 0.054% (n = 290,000);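 note: plate controls were vehicle with enzyme for no effect and no enzyme for full effect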
# Salmonella PhoP GFP = inhibitors of PhoP regulon expression, primary screen, Salmonella Typhimurium, GFP reporter (AID 1863); actives 0.16% (n = 300,000); S. Typhimurium PhoP-regulated promoter GFP reporter, 4 h; higher % means a stronger effect; inhibition, % at 50 µM, or IC50 in µM where a hit was titrated;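 active = inhibition over 29.93%, a cutoff 3 SD above the screen mean, later confirmed by dose response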;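 note: 0% = low Mg2+ inducing control and 100% = high Mg2+ repressing control; strong numbers were not always called active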
# SIAH1 antagonists = Siah-1 peptide-binding antagonists, primary screen, biochemical, fluorescence polarization, rhodamine-plectin, uHTS (AID 1817). Siah-1 / rhodamine-plectin peptide fluorescence polarization; higher % means a stronger effect. displacement, % at 20 µM; hits with a dose series show IC50 in µM. actives 0.02% (n = 290,000);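 active = displacement of at least 50% at 20 µM, with a fluorescence ratio check between 0.3 and a set limit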;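 note: plate controls were Siah plus tracer with DMSO for no effect and tracer alone without Siah for full effect; strong numbers were not always called active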
# Myeloid diff 2 GFP+ MAC1+ % = further read-out of Myeloid diff 2, marked with its call; GFP+ MAC1+ double positive, %; measured here: differentiation confirmed by MAC1 staining
# The depositor's hits bear a star; i = inactive; / = not tested or not shown; [ ] = remark or other dose. Cut-off read from the data, not from the text of the source, unless noted: active = inhibition above about 50%; inactive = the rest.
SMILES,KOR beta-arrestin-1,NOD1 NF-kB reporter,HEK293 NOD2/NF-kB,Myeloid diff 2,Myeloid diff 2 GFP+ MAC1+ %,KOR beta-arrestin-2,HIV fusion peptide,LYP inhibition,Salmonella PhoP GFP,SIAH1 antagonists
O=c1[nH]c2ccccc2cc1CN(CC1CCCO1)S(=O)(=O)c1ccc(Cl)cc1 (stereo not given),5.3%,11.7%,3.9%,i,1.3,-44.7%,2.6%,1.5%,-2.5%,2.5%
O=C1C2CCCCN2C(=O)N1CCN1CCN(c2ccc([N+](=O)[O-])cc2)CC1 (stereo not given),-1.9%,-12.9%,4.6%,i,0.9,1.2%,-0.1%,-1.9%,6.4%,1.1%
COc1ccc(OCC(=O)Nc2ccc(NC(=O)c3cccs3)c(OC)c2)cc1,-5.8%,-23.7%,20.7%,i,0.2,-5.3%,0.4%,3.5%,-6.1%,7.7%
CC(C)C(O)(C#CCN1CCCCCC1)c1ccccc1 (stereo not given),/,-32.0%,-1.7%,i,0.4,-36.4%[20 µM],1.3%,-1.3%,-1.5%,-1.0%
CCCOc1ccc(C(=O)NNC(=S)NC(=O)CC)cc1,-0.6%,43.8%,21.0%,i,2.2,7.95µM*,3.5%,-1.7%,4.7%,-8.7%
CCCSc1cc(N2CCN(C)CC2)nc(-c2ccc(OC)cc2)n1,1.7%,4.9%,7.7%,i,0.5,-17.1%,-1.8%,-0.1%,2.1%,7.0%
CCOc1ccc(C(=O)O/N=C(\N)c2ccccn2)cc1,1.9%,20.4%,-46.7%,i,1.0,-50.3%[20 µM],-0.2%,-6.0%,0.8%,3.0%
CCc1nn(-c2cc(Oc3ccccc3)nc(-c3ccccc3)n2)c(N)c1C#N,-3.1%,-98.1%,9.5%,i,1.3,-12.8%,1.6%,-5.5%,27.0%,2.7%
Cc1cc(OCC(=O)NC(C)C)ccc1Cl,-3.0%,-18.3%,3.8%,i,1.0,10.2%,0.9%,3.0%,6.6%,7.0%
Cn1c(=O)c([N+](=O)[O-])c(NCC2CCCO2)c2ccccc21 (stereo not given),1.9%,10.3%,1.3%,i,0.7,22.7%,0.2%,-9.6%,5.1%,1.8%
O=C(NC1CCCCC1)c1cc(-c2ccc(Cl)cc2)on1,3.8%,-44.6%,-34.6%,i,0.5,-38.0%,-0.4%,-9.7%,11.0%,-0.3%
O=c1c2cc([N+](=O)[O-])ccc2nc2n1CCC2,-18.0%,-17.3%,-1.7%,i,0.6,35.0%,-0.2%,-5.5%,4.3%,9.1%
CCCCn1c(=N)n(CC(O)c2ccccc2)c2ccccc21 (stereo not given),2.8%,-10.9%,-2.3%,i,0.4,-2.6%,-0.9%,0.0%,8.8%,0.4%
CN(C)CCCNC(=S)N1CCN(c2nc(-c3ccccc3)cs2)CC1,2.0%,-7.6%,17.2%,i,0.4,-19.0%,0.7%,-7.9%,-2.8%,2.0%
CC(=O)N1CCc2cc(S(=O)(=O)NC(CC(C)C)C(=O)N3CCc4ccccc4C3)ccc21 (stereo not given),-2.8%,-9.9%,2.8%,i,0.5,27.7%,-0.6%,-2.6%,0.8%,-2.0%
Cc1ccc(N(C(=O)Cn2nnc3ccccc32)C(C(=O)NCc2ccco2)c2cccnc2)cc1 (stereo not given),2.3%,0.5%,1.4%,i,0.8,-5.2%,-0.4%,0.5%,-3.9%,0.0%
Cc1ccc(N(CC(=O)Nc2cccc(C)c2)S(=O)(=O)c2cccc3nonc23)cc1,-5.4%,44.6%,-24.6%,i,0.6,39.4%,1.5%,-5.4%,43.4%,-1.7%
COc1cc(OC)cc(C(=O)NC(=S)N2CCCCCC2)c1,/,-24.7%,17.8%,i,0.4,13.1%[20 µM],-0.2%,-1.7%,-2.5%,5.7%
Cc1ccccc1-n1nc(C(=O)O)cc1-c1ccccc1,/,-0.7%,-6.8%,i,4.0,13.3%,-1.3%,-2.5%,-5.3%,-2.6%
CCN(CC)C(=O)Cc1cc(C(=O)O)c2ccccc2n1,-3.1%,-1.6%,14.4%,i,7.8,15.9%,-0.1%,-9.7%,2.6%,0.1%
COc1ccc(-n2nnnc2SCC(=O)Nc2cccc(O)c2)cc1,/,2.4%,-1.2%,/,/,-37.3%[20 µM],-1.9%,-10.2%,3.1%,5.8%
C#CCn1cc(/C=N/Nc2nc3ccccc3[nH]2)c2ccccc21,-7.7%,40.3%,-16.7%,i,0.3,15.2%,-6.7%,-3.4%,43.9%,-21.2%
COc1ccc(Br)cc1CN1CCN(S(=O)(=O)Cc2ccccc2)CC1,1.1%,-15.7%,1.1%,i,1.4,15.5%,0.7%,-7.2%,-0.4%,2.4%
COc1ccc(-c2nnc3n2C(C)(C)Cc2cc(OC)c(OC)cc2-3)cc1,6.6%,12.1%,-1.8%,/,/,8.3%,-0.6%,-3.6%,-5.6%,-0.5%
CCOCCCNC(=S)N1C2CCC1CC(NC(=O)NC13CC4CC(CC(C4)C1)C3)C2 (stereo not given),-3.8%,-10.5%,9.5%,/,/,12.9%,-0.2%,-10.9%,-3.1%,-0.1%
COc1ccc(NC(=O)CSc2ccccn2)cc1,-0.3%,-13.1%,-5.1%,i,0.7,-39.2%,-0.7%,-5.9%,7.0%,4.9%
CCOC(=O)Cc1cc(-c2ccccc2)nc2ccc3ccccc3c12,5.1%,18.9%,-14.0%,i,1.7,-24.5%,1.3%,-3.4%,-1.5%,4.4%
O=C1c2ccccc2C(=O)N1n1cccc1,0.3%,-8.1%,-10.7%,i,0.4,32.8%,2.8%,-7.3%,-6.7%,-3.5%
O=C(NNC(=O)c1cc(-c2ccc(Cl)c(Cl)c2)nc2ccccc12)Nc1ccccc1,-2.0%,6.5%,-24.7%,i,0.7,24.7%,1.8%,-1.7%,0.9%,0.8%
O=C(O)c1ccccc1C1=Nc2ccc(O)cc2Oc2cc(O)ccc21,0.2%,-10.6%,9.0%,i,1.5,-17.5%,3.0%,-8.2%,-27.1%,10.1%

# Among those listed so far, these contain a Cl atom:
SMILES,KOR beta-arrestin-1,NOD1 NF-kB reporter,HEK293 NOD2/NF-kB,Myeloid diff 2,Myeloid diff 2 GFP+ MAC1+ %,KOR beta-arrestin-2,HIV fusion peptide,LYP inhibition,Salmonella PhoP GFP,SIAH1 antagonists
O=c1[nH]c2ccccc2cc1CN(CC1CCCO1)S(=O)(=O)c1ccc(Cl)cc1 (stereo not given),5.3%,11.7%,3.9%,i,1.3,-44.7%,2.6%,1.5%,-2.5%,2.5%
Cc1cc(OCC(=O)NC(C)C)ccc1Cl,-3.0%,-18.3%,3.8%,i,1.0,10.2%,0.9%,3.0%,6.6%,7.0%
O=C(NC1CCCCC1)c1cc(-c2ccc(Cl)cc2)on1,3.8%,-44.6%,-34.6%,i,0.5,-38.0%,-0.4%,-9.7%,11.0%,-0.3%
O=C(NNC(=O)c1cc(-c2ccc(Cl)c(Cl)c2)nc2ccccc12)Nc1ccccc1,-2.0%,6.5%,-24.7%,i,0.7,24.7%,1.8%,-1.7%,0.9%,0.8%

# Next results.
SMILES,KOR beta-arrestin-1,NOD1 NF-kB reporter,HEK293 NOD2/NF-kB,Myeloid diff 2,Myeloid diff 2 GFP+ MAC1+ %,KOR beta-arrestin-2,HIV fusion peptide,LYP inhibition,Salmonella PhoP GFP,SIAH1 antagonists
COC(=O)C1=C(CSc2nc3ccccc3s2)NC(=O)NC1c1ccc(F)cc1 (stereo not given),6.2%,-25.4%,-14.8%,i,0.5,3.4%,1.9%,2.6%,-3.8%,-1.8%
COc1ccc(C(CCc2ccc(C)o2)NC(=O)Nc2ccc(OC)cc2OC)cc1 (stereo not given),7.0%,/,-5.6%,i,3.8,-32.9%,-2.8%,-4.2%,-4.5%,-0.2%
O=C(O)/C=C\C(=O)Nc1ccccc1C#Cc1ccccc1,0.3%,-0.3%,10.1%,i,4.0,-18.3%,2.9%,-4.6%,6.9%,1.5%
O=S(=O)(Nc1cccnc1Cl)c1ccc2c(c1)OCCO2,2.1%,-3.0%,9.4%,i,0.3,6.0%,-1.4%,-8.2%,-0.2%,1.8%
CC1(C)C(=O)OC(/C=C\c2ccccc2)C(C)(C)C1=O (stereo not given),-8.0%,-19.4%,7.1%,/,/,5.1%,-1.6%,-4.1%,-7.9%,4.1%
Cc1nc2ccc(NC(=O)c3sccc3C)cc2s1,4.9%,8.4%,-79.6%,i,0.4,-26.5%,1.3%,-5.1%,2.1%,-9.5%
COc1ccc(C(=O)NC2CC(C)(C)Cc3c2cnn3-c2ccccc2C)o1 (stereo not given),0.5%,-38.5%,-10.5%,i,1.5,8.3%,1.0%,-7.3%,4.0%,13.9%
COc1cc(NC(=O)c2cccnc2)c(Cl)cc1NC(=O)c1ccccc1,2.4%,-19.4%,9.5%,i,4.0,8.2%,1.6%,-9.4%,-5.5%,0.2%
CCOc1ccccc1-n1c(N)c(C(N)=O)sc1=S,8.3%,-0.3%,2.6%,i,2.3,-32.7%,-3.0%,-0.8%,18.9%,-4.2%
Cc1ccnc(N2CCC(C(=O)NC3CCCCCC3)CC2)n1,-2.8%,17.7%,-21.8%,i,0.8,-1.4%,4.2%,0.8%,0.2%,-3.1%
CCc1nnc(NC(=O)CC23CC4CC(CC(Br)(C4)C2)C3)s1,3.5%,-2.7%,8.3%,i,1.0,-32.2%,3.2%,-4.3%,-1.5%,5.4%
O=C(COC(=O)c1cc(S(=O)(=O)N2CCc3ccccc3C2)ccc1Cl)NCc1ccco1,-7.7%,-15.4%,2.7%,i,2.0,-0.2%,-1.6%,-6.5%,-9.3%,8.6%
Cc1ccc(Cc2cnc(NC(=O)CN3CCOCC3)s2)cc1Cl,-5.1%,-1.6%,2.1%,i,9.0,1.6%,0.8%,4.5%,11.3%,-0.7%
COc1ccccc1NC(=O)Nc1ccc(Br)cn1,0.2%,3.4%,14.1%,i,0.9,17.8%,0.6%,-10.2%,-6.5%,1.6%
CCOc1ccc(N(CC(=O)NCc2ccc(OC)cc2)S(C)(=O)=O)cc1,-4.6%,-42.2%,-5.4%,i,0.3,-29.1%[20 µM],-0.7%,-13.6%,-5.3%,1.0%
COc1ccc(NS(=O)(=O)c2ccc3oc(SCC(N)=O)nc3c2)cc1,4.6%,18.8%,29.4%,i,0.5,-2.8%,-0.2%,-6.8%,1.1%,11.9%
Cc1nc2ccccc2nc1CN1CCC(CO)(CC2CCCCO2)CC1 (stereo not given),-2.0%,-35.2%,11.7%,i,0.6,-4.9%,-0.8%,-6.8%,-10.4%,6.3%
Cc1c(CC(=O)NCCCC(=O)O)c(=O)oc2cc3occ(-c4ccccc4)c3cc12,-3.7%,-6.5%,12.5%,i,0.2,1.7%,2.6%,-2.6%,-6.1%,3.3%
Clc1ccc(CSc2nnc3c(n2)[nH]c2ccccc23)cc1,-1.9%,0.7%,12.8%,i,0.6,6.6%,0.9%,-5.4%,-2.2%,5.7%
Cc1cccc(C)c1OCc1nnc(SCC(=O)Nc2ccccc2F)o1,-2.8%,-9.2%,10.9%,i,1.6,-2.4%,-0.9%,-2.4%,12.1%,0.0%

# Source: PubChem (several laboratories)

# Not all compounds are listed, so the mix of outcomes need not match the whole.
